VEEV TC-83 Vero – inhibitors of VEEV TC-83 cytopathic effect, confirmation, Vero cells (AID 588727); Vero cells, VEEV TC-83 cytopathic effect inhibition; higher % means a stronger effect; inhibition, % at 20 µM; hits with a dose series show IC50 in µM; 0.13% of 350,000 active; in the data active means a potency from the dose series; inconclusive means inhibition mostly from about 14% at the one dose, without a potency; inactive means the rest, 99 in 100 with inhibition below about 12%; further: strong numbers were not always called active
M. tuberculosis HTS – M. tuberculosis growth inhibition, HTS (AID 449762) | M. tuberculosis H37Rv growth inhibition, 7H9 media; higher % means a stronger effect | inhibition, % at 25 µM; hits with a dose series show IC50 in µM | 0.59% of 330,000 active; in the data active means a potency from the dose series; inconclusive means inhibition above about 70% without an active follow-up result;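 further: bacterial growth assessed after seven days of incubation; strong numbers were not always called active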
influenza NS1A – NS1A inhibition, H1N1 influenza, cell based functional assay (AID 504329); NS1A functional cell-based assay, percent inhibition; higher % means a stronger effect; inhibition, % at 12.5 µM, or IC50 in µM where a hit was titrated; 0.3% of 340,000 active; in the data active means a potency from the dose series; inconclusive means inhibition above about 27% without an active follow-up result; further: strong numbers were not always called active
PhoP GFP inhibition – Inhibition of PhoP regulon, Salmonella typhi GFP reporter cells, confirmation, 4 h (AID 1850) | Salmonella Typhi PhoP-promoter GFP reporter, fluorescence, 4 h; higher % means a stronger effect | inhibition, % at 50 µM, or IC50 in µM where a hit was titrated | 0.33% of 310,000 active; in the data active means a potency from the dose series; inconclusive means inhibition mostly from about 25% at the one dose, without a potency; inactive means the rest, 99 in 100 with inhibition below about 19%;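 further: 0% = induced wells with vehicle and 100% = uninduced wells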
tuberculosis growth – growth inhibition of non-replicating M. tuberculosis (AID 488890); inhibition, % at 25 µM, or IC50 in µM where a hit was titrated; Mycobacterium tuberculosis non-replicating, growth inhibition; higher % means a stronger effect; 0.39% of 320,000 active; in the data active means a potency from the dose series; inconclusive means inhibition mostly from about 82% at the one dose, without a potency; inactive means the rest, 99 in 100 with inhibition below about 76%;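 further: plate controls were DMSO cells for no effect and high antibiotic wells for full effect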
VEEV TC-83 Vero 10K pilot screen – further read-out of VEEV TC-83 Vero, marked with its call; inhibition, %; measured here: 10K pilot screen inhibition
Starred values were filed as active, the others as inactive; i = inactive; ? = inconclusive; · = no result given.

SMILES | VEEV TC-83 Vero | M. tuberculosis HTS | influenza NS1A | PhoP GFP inhibition | tuberculosis growth | others
O=C(O)Cc1ccc(O)c(F)c1 | i | 6% | 9% | -8% | 1%
CCN(CC)C(=S)SCc1csc(CC(=O)Nc2ccccc2C)n1 | 4.1% | 3% | -4% | -6% | 22%
C/C(=C\C(=O)c1ccc(C)cc1)NCc1ccc(F)cc1 | 1.6% | -8% | 13% | -9% | ·
Cc1ccccc1-n1nc(-c2cccnc2)cc1C(=O)NN | 4.8% | -4% | 9% | 6% | 4%
CSc1ccc(S(=O)(=O)NCCOc2ccccc2C)cc1 | 0.3% | 9% | 2% | -13% | 28%
CCCC(=O)Nc1sc2c(c1C(=O)Nc1ccccn1)CCCC2 | 6.7% | 3% | 5% | 0% | 17%
O/N=C/c1cc(Br)ccc1OCc1ccc(F)cc1 | 1.4% | -8% | -115% | 3% | ·
Cc1ccccc1NC(=O)c1nc(S(C)(=O)=O)ncc1Cl | 0.6% | 51% | -3% | -2% | 76%
CCOC(=O)N1CCN(C(=O)C(=O)NNC(=O)COc2ccc(Cl)c(C)c2)CC1 | 0.2% | -8% | 3% | 4% | -19%
O=C(CN1CCN(c2ccccn2)CC1)Nc1ccccc1C(=O)Nc1ccccc1 | 6.4% | -1% | 9% | -5% | 16%
CC(C)NS(=O)(=O)c1cc(C(=O)O)ccc1Cl | i | -1% | 4% | -6% | -14%
CC(=O)OC1OCCOC1NC(=S)NCc1ccco1 (configuration not stated) | i | 12% | -1% | -12% | -4%
Cc1ccc(S(=O)(=O)Nc2nnc(CC(C)(C)C)s2)cc1 | 0.4% | -2% | -15% | -6% | 17%
CCn1ccnc1C(O)c1ccccc1OC (configuration not stated) | 0.5% | 5% | -8% | -15% | 8%
CN(C)C(=S)Nc1ccc(S(=O)(=O)N2CCCCC2)cc1 | 1.8% | -4% | -2% | -2% | 3%
Cc1ccccc1C(=O)Nc1nnc(SCC(=O)NCc2ccco2)s1 | 0.7% | -1% | 21% | 3% | ?
OCCC1CN(Cc2cccn2-c2cccnc2)CCN1C1CCCCC1 (configuration not stated) | 1.3% | -3% | -34% | 12% | 6%
Cc1ccc(S(=O)(=O)Nc2ccc(C(=O)NCCCN3CCOCC3)cc2)cc1[N+](=O)[O-] | 1.9% | -7% | -10% | -4% | -7%
NS(=O)(=O)c1ccccc1 | i | -3% | -13% | -3% | 3%
NS(=O)(=O)c1cc(Cl)c(NC(=O)COC(=O)c2ccccn2)c(Cl)c1 | 0.9% | 6% | -5% | · | -16%
CCCN(C(=O)CSc1ccccc1C(=O)O)C1CCS(=O)(=O)C1 (configuration not stated) | 1.0% | 2% | -6% | · | -3%
CC1(C)CC(n2c(=S)[nH]c3ccccc3c2=O)CCO1 (configuration not stated) | 5.5% | 1% | -3% | 1% | 24%
CCCCN(CCCNC(=O)C1CCN(S(=O)(=O)CC)CC1)c1ccccc1 | i | -6% | 32% | -4% | 19%
CCOc1ccccc1NC(=O)CCSc1nc2n[nH]c(C)c2c(=N)n1-c1ccccc1Cl | 5.0% | 59% | -2% | -3% | 4%
COc1ccc(-c2ccoc2)cc1[C@H]1[C@H]2C=CC[C@@H](C)[C@@H]2C(=O)N1Cc1ccccc1 | 3.1% | 1% | -6% | -8% | 10%
N/C(=C/C(=O)c1ccccc1O)C(F)(F)F | i | -7% | -5% | -9% | 6%
Cc1ccc(NC(=O)Cn2nc(C)c([N+](=O)[O-])c2C)cc1C | i | -5% | -7% | 12% | -7%
CCOC(=O)N1CCC(N2C(=O)c3ccc(C(=O)NCCOC)cc3C2=O)CC1 | 0.9% | -1% | -6% | -1% | -15%
O=C(O)CSc1nnc(SCc2cccc3ccccc23)s1 | 1.1% | -2% | -1% | -4% | ?
CC(=O)Nc1c(-c2ccccc2)c2cc(Br)ccc2[nH]c1=O | 0.5% | -1% | -9% | 1% | 11%
CCn1ccnc1CN(C)Cc1nc(CCC(C)C)no1 | 1.1% | -4% | -10% | 2% | 14%
COc1cc(C2C(C#N)=C(N)OC3=C2C(=O)CC(C)(C)C3)cc([N+](=O)[O-])c1O (configuration not stated) | 0.5% | 11% | -25% | -15% | 57%
CCOc1nc(NC(=O)NC(=O)c2ccccc2)nc(-c2ccccc2)n1 | 0.5% | -6% | 11% | 1% | -3%
O=C(COc1ccc2c(-c3ccccc3)cc(=O)oc2c1)Nc1ccc(CCO)cc1 | 1.3% | 6% | 0% | -1% | 3%
CC(=NCc1ccco1)c1c(C)[nH]n(-c2nc3ccccc3s2)c1=O | i | 0% | -15% | -2% | 28%
C/C(=N/OCC(=O)Nc1ccccc1)c1cccs1 | 1.0% | -7% | -6% | 5% | 32%
CCOC(=O)[C@H]1[C@H]2COc3ccc(Cl)cc3[C@@H]2N2C(=O)CN(Cc3ccco3)C(=O)[C@@]12C | i | -8% | 3% | · | 0%
c1sc2[n+](c1C13CC4CC(CC(C4)C1)C3)CCS2 | i | -5% | -10% | 3% | -9%
CCc1cccc(NC(=O)COc2ccccc2)c1 | 0.3% | ? | 8% | -7% | ?
Cc1ccccc1C(=O)NC1CCN(CC(=O)Nc2ccc3c(c2)OCCO3)CC1 | 0.6% | 2% | -5% | 2% | -8%
COc1ccc(C(=O)CN2C(=O)NC3(CCc4ccccc43)C2=O)cc1 (configuration not stated) | 5.2% | 2% | -9% | -9% | -3%
CCOC(=O)Nc1cc(OC)c(OC)cc1Cc1nccc2cc(OC)c(OC)cc12 | 11% | -1% | -5% | 4% | -5%
O=C(c1ccccc1-c1nc(-c2ccccc2)no1)N1CCOCC1 | 0.4% | 1% | 0% | 0% | -4%
C/C=C(\C)C(=O)N[C@@H](c1ccccc1)[C@@H](O)C(=O)O[C@H]1C[C@@]2(O)[C@@H](OC(=O)c3ccccc3)C3[C@](C)(C(=O)[C@H](OC(C)=O)C(=C1C)C2(C)C)[C@H](O)C[C@H]1OC[C@@]31OC(C)=O (some centres not stated) | i | 1% | -4% | 12% | 66%
CCOc1ccc(C(C)=O)cc1CN1C(=O)NC(C)(C2CC2)C1=O (configuration not stated) | 0.2% | -6% | 5% | 8% | 26%
Cc1ccc(C)c(NC(=O)c2c(Cl)nc3ccccn23)c1 | 0.9% | 11% | -98% | 3% | 16%
COc1ccccc1NC(=O)c1sc2nc(Cc3ccccc3)cc(C(F)(F)F)c2c1N | 2.8% | 1% | 5% | -45% | -2%
CCCc1n(CC)c2ccccc2[n+]1CC(O)COC1CCCCC1 (configuration not stated) | 0.2% | -5% | -4% | 5% | 67%
CNC(=O)c1ccsc1NC(=O)c1ccccc1 | 7.5% | -15% | 20% | -6% | ·
CC(C)c1ccc(OCC(=O)NNC(=S)NC(=O)C2CC2)cc1 | 4.5% | 7% | -5% | -8% | -11%

Next section:
SMILES | VEEV TC-83 Vero | M. tuberculosis HTS | influenza NS1A | PhoP GFP inhibition | tuberculosis growth | others
O=C(Nc1ccccc1)c1cccc(S(=O)(=O)Oc2ccc([N+](=O)[O-])cc2)c1 | 0.8% | 1% | -10% | -4% | 23%
O=C(N/N=C/c1c[nH]c2ccccc12)c1ccccc1O | 1.4% | 3% | -2% | 14% | -1%
CCOC(=O)N1CCC(NC(=O)c2cc(S(=O)(=O)N3CCCC3)cn2C)CC1 | 3.0% | -18% | 7% | 1% | 11%
COc1ccc(C)cc1-n1nnnc1SCC(=O)N1CCC(C(=O)Nc2nccs2)CC1 | 1.4% | 7% | 5% | 19% | 46% | VEEV TC-83 Vero 10K pilot screen=2.9
Cc1ccc(CC(CC(=O)O)C(=O)Nc2ccc(Cl)cc2)cc1 (configuration not stated) | 0.3% | -6% | -8% | -6% | 28%
CCOc1ccc(C(=O)N(CN2CCCC2=O)c2ccc(C)cc2)cc1 | · | -1% | · | 19% | 15%
COC(=O)c1ccc(N2CCCCC2)c(NS(=O)(=O)c2ccc(C)cc2)c1 | 0.5% | 2% | -8% | -7% | 11%
Clc1ccc(-c2nnc(-c3ccccc3)c(-c3c[nH]c4ccccc34)n2)cc1 | i | 5% | 18% | 13% | 2%
CCC1(CC)C(=O)N(Cc2ccccc2)C(=O)N(Cc2ccccc2)C1=O | i | -2% | 3% | -7% | 26%
CCCCC(=O)NNC(=S)NC(=O)c1ccc(C)cc1 | 11% | ? | -10% | 12% | ?
COc1cc(C(=O)OCC(=O)c2c(N)n(C)c(=O)n(C)c2=O)ccc1OCCC(C)C | 1.5% | 0% | -2% | 0% | -17%
CCCn1c(=O)c2ccccc2n2c(SCC(=O)c3cc(C)n(CCOC)c3C)nnc12 | 0.6% | · | 9% | · | ·
O=S(=O)(N/N=C/c1ccc(OC2CSC2)cc1)c1ccccc1 | 0.8% | 0% | 2% | -4% | 27%
CCCn1c(N)cc(=O)n(CCC)c1=O | i | 9% | -10% | -10% | -2%
Cc1ccc(S(=O)(=O)N(C)C)cc1NC(=O)CCNC(=O)c1ccccc1Cl | 0.5% | 11% | -6% | -1% | 32%
CCc1ccc(N(CC(=O)NC2CCCCC2)C(=O)CNC(=O)c2ccco2)cc1 | 1.7% | 0% | 7% | -17% | 3%
Cn1nnnc1SCC(=O)N(C1CCCCC1)C1CCS(=O)(=O)C1 (configuration not stated) | 1.4% | -5% | -1% | 1% | -18%
CC(C)n1c(NCc2ccc(Cl)cc2)nc2ccccc21 | i | -10% | -6% | 15% | 29%
CC(C)COc1ccc(C(=O)N2C(=O)c3ccc(N)cc3C2=O)cc1 | 0.9% | -5% | -9% | -1% | 0%
COc1ccc2[nH]c3c(c2c1)CCNC3 | 1.4% | -10% | 7% | 18% | -7%
COc1ccc(NC(=O)CCNS(=O)(=O)c2ccc(NC(C)=O)cc2)cc1Cl | 2.4% | 3% | 6% | 15% | -6%
Cc1cccc(Oc2ccc(Cl)cc2N)c1 | 4.2% | 4% | -4% | -5% | 36%
CCOC(=O)C1C(=O)NC(c2ccccc2)=NC1c1cccc(Br)c1 (configuration not stated) | i | 5% | -2% | 1% | 26%
N#CC(CC(=O)c1ccc(F)cc1)c1ccc2c(c1)OCO2 (configuration not stated) | 1.5% | -4% | -22% | -7% | 10%
N/C(=N\OC(=O)c1ccc(Cl)c(Cl)c1)c1cccc(CSc2ccccn2)c1 | 0.5% | 1% | 4% | 6% | 72%

Compounds shown so far that have an aryl thioether with sulfur outside any ring (9):
SMILES | VEEV TC-83 Vero | M. tuberculosis HTS | influenza NS1A | PhoP GFP inhibition | tuberculosis growth | others
CSc1ccc(S(=O)(=O)NCCOc2ccccc2C)cc1 | 0.3% | 9% | 2% | -13% | 28%
Cc1ccccc1C(=O)Nc1nnc(SCC(=O)NCc2ccco2)s1 | 0.7% | -1% | 21% | 3% | ?
CCCN(C(=O)CSc1ccccc1C(=O)O)C1CCS(=O)(=O)C1 (configuration not stated) | 1.0% | 2% | -6% | · | -3%
CCOc1ccccc1NC(=O)CCSc1nc2n[nH]c(C)c2c(=N)n1-c1ccccc1Cl | 5.0% | 59% | -2% | -3% | 4%
O=C(O)CSc1nnc(SCc2cccc3ccccc23)s1 | 1.1% | -2% | -1% | -4% | ?
COc1ccc(C)cc1-n1nnnc1SCC(=O)N1CCC(C(=O)Nc2nccs2)CC1 | 1.4% | 7% | 5% | 19% | 46% | VEEV TC-83 Vero 10K pilot screen=2.9
CCCn1c(=O)c2ccccc2n2c(SCC(=O)c3cc(C)n(CCOC)c3C)nnc12 | 0.6% | · | 9% | · | ·
Cn1nnnc1SCC(=O)N(C1CCCCC1)C1CCS(=O)(=O)C1 (configuration not stated) | 1.4% | -5% | -1% | 1% | -18%
N/C(=N\OC(=O)c1ccc(Cl)c(Cl)c1)c1cccc(CSc2ccccn2)c1 | 0.5% | 1% | 4% | 6% | 72%

Among those listed so far, these have a CF3 group:
SMILES | VEEV TC-83 Vero | M. tuberculosis HTS | influenza NS1A | PhoP GFP inhibition | tuberculosis growth | others
N/C(=C/C(=O)c1ccccc1O)C(F)(F)F | i | -7% | -5% | -9% | 6%
COc1ccccc1NC(=O)c1sc2nc(Cc3ccccc3)cc(C(F)(F)F)c2c1N | 2.8% | 1% | 5% | -45% | -2%
